Source: PubChem BioAssay (several laboratories)
PrPC TRFRET: inhibitors of human cell surface prion protein PrPC, primary screen, cell-based, TR-FRET; Major prion protein (Homo sapiens), P04156; TR-FRET read-out; inhibition, % at 13.8 µM; hit rate 0.43% among 370,000; AID 720596, 2013; in the data active means inhibition above about 24%; further: 0% = median of the test wells and 100% = reference compound wells
Y pestis TopoI: Yersinia pestis topoisomerase I inhibitors, primary screen, biochemical, cleavage product accumulation, plate reader, single point; activity, % at 10 µM; Y. pestis Topo-I cleavage product accumulation; hit rate 0.064% among 360,000; DNA topoisomerase I (Yersinia pestis CO92); in the data active means activity above about 50%, passing the limit was not always enough; further: inactives centre near 2
BH1578 lux ind: inducers of Vibrio cholerae quorum light production without autoinducers, primary screen, BH1578 luxS cqsA deficient, single point; hit rate 0.16% among 350,000; AID 588436, 2011; V. cholerae BH1578 lux reporter, luminescence, 6 h; activation, % at 18.7 µM; in the data active means activation mostly above about 9.7%, no sharp cut-off; further: not every result past the cut was called active; inactives centre near 0; reference of the scale not given here
DUSP3 inh: VHR1 phosphatase inhibitors, primary screen, biochemical, absorbance, uHTS. Dual specificity protein phosphatase 3 (Homo sapiens), P51452. recombinant VHR phosphatase, pNPP absorbance. inhibition, % at 13.3 µM. hit rate 0.52% among 290,000. AID 1654, 2009; in the data active means inhibition above about 50%; further: some compounds called inactive have numbers as strong as hits
Target sequence (P51452 whole entry, looked up): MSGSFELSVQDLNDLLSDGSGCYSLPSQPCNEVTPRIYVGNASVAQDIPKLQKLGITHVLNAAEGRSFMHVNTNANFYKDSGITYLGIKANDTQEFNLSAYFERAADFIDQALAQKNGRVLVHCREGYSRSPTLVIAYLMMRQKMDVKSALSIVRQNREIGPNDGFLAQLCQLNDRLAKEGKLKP
Rv3671c inh: Rv3671c serine protease inhibitors, primary screen, biochemical, fluorescence polarization, M. tuberculosis H37Rv. P9WHR9. inhibition, % at 5.96 µM. hit rate 0.048% among 320,000; in the data active means inhibition above about 38%;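 further: extracellular domain of Rv3671c used as enzyme; 0% = enzyme with DMSO and 100% = no enzyme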
Target sequence (P9WHR9 whole entry, looked up, the tested form may be a part): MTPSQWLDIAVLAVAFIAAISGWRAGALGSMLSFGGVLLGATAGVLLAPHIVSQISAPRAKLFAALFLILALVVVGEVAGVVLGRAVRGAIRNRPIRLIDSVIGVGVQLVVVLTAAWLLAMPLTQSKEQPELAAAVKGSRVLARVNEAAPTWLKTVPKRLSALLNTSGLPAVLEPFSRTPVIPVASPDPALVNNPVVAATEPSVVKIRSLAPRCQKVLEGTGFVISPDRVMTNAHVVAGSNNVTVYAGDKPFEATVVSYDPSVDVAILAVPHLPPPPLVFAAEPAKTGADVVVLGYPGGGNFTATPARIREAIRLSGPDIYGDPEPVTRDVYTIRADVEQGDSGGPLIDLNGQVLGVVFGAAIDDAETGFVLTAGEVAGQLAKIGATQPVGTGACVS
TcdB GH inh: TcdB glycohydrolase inhibitors, primary screen, biochemical, single point, plate reader; Toxin B (Clostridioides difficile), P18177; TcdB glycohydrolase enzymatic assay; hit rate 0.24% among 350,000; inhibition, % at 9.99 µM; in the data active means inhibition above about 10%
3CLpro inhibitor: SARS-CoV 3CLpro protease inhibitors, primary screen, biochemical, quenched FRET. hit rate 0.14% among 290,000. Replicase polyprotein 1ab (Severe acute respiratory syndrome coronavirus), P0C6X7. recombinant SARS-CoV 3CLpro, quenched FRET peptide cleavage. inhibition, % at 6 µM. AID 1706, 2009; in the data active means inhibition above about 12%
MazF activator: activators of E. coli MazEF toxin-antitoxin RNase, primary screen, biochemical, fluorescence, uHTS; FAM/BHQ RNA-DNA oligo cleavage fluorescence, 5 h; Endoribonuclease toxin MazF (Escherichia coli (strain K12)), P0AE70; hit rate 0.32% among 350,000; activation, % at 20 µM; in the data active means activation above about 50%
Target sequence (P0AE70 whole entry, looked up): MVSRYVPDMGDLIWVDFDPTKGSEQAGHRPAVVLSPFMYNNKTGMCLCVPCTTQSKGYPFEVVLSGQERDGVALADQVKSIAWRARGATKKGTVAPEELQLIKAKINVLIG
CCHF vOTU inh: CCHFV vOTU protease inhibitors, primary screen, biochemical, Pep-AMC substrate, fluorescence. Crimean-Congo hemorrhagic fever virus L polyprotein viral ovarian tumor (vOTU) protease …. inhibition, % at 11.5 µM. hit rate 0.55% among 370,000; in the data active means inhibition above about 30%; further: 0% = vehicle wells with enzyme and 100% = no enzyme wells
SSB-PriA inh: inhibitors of Klebsiella pneumoniae PriA binding to SSB C-terminal tail, primary screen, biochemical, AlphaScreen | AlphaScreen SSBct-PriA binding, biotinylated peptide | inhibition, % at 33 µM | hit rate 0.6% among 430,000 | AID 1272365, 2023; in the data active means inhibition mostly above about 37%, no sharp cut-off; inactive means mostly below about 20%;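 further: plate controls were negative control peptide for no effect and reference peptide for full effect; strong numbers were not always called active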
The depositor's hits bear a star; i = inactive; nt = not tested or not shown; & = joins results of further samples. A portion of the library, so the mix of outcomes need not match the whole.

SMILES	PrPC TRFRET	Y pestis TopoI	BH1578 lux ind	DUSP3 inh	Rv3671c inh	TcdB GH inh	3CLpro inhibitor	MazF activator	CCHF vOTU inh	SSB-PriA inh
CCOc1ccc(C2CC(c3cccc(OC)c3OC)n3nnnc3N2)cc1Cl (stereo unspecified)	-6	18	i	13	-4	nt	-1	0	1	3
COc1cc(Cl)c(C)cc1N1C(=O)CN(Cc2ccccc2)C1=S	3	18	i	-2	1	-1.3	2	0	4	10
Cc1ccc(S(=O)(=O)NCc2ccccc2)s1	8	6	i	-7	-3	1.0	0	-28	12	-21
CC(C)(C)c1ccc(C(=O)N2CCC2(C)C(=O)Nc2cccc3ccccc23)cc1 (stereo unspecified)	1	35	-0.4	nt	nt	0.2	nt	nt	4	nt
CC(C)CC(=O)NC(=S)Nc1ccccc1C(F)(F)F	7	5	3.8	4	-12	-0.1	-2	-5	-7	-13
Cc1cc(NC(=O)CCC(=O)N(Cc2cccs2)C(C(=O)NC2CCCC2)c2ccncc2)no1 (stereo unspecified)	5	20	nt	26	3	nt	0	4	23	-24
CCN(CC(=O)Nc1ccccc1OC)C(=O)CCOc1ccc(C(C)(C)C)cc1	2	9	-12	nt	5	1.3	nt	-2	12	-9
Cn1nc(C(F)(F)F)c(/C=N/OC(=O)c2ccc(Cl)cc2)c1Cl	-3	3	i	35	-6	nt	0	-1	-7	nt
OC[C@@H]1CN(Cc2ccc(Cl)cc2)C[C@H](n2cnc3c(NCc4ccco4)ncnc32)O1	-1	-1	i	nt	nt	1.4	nt	nt	-3	nt
COc1ccc(NC(=O)NC2(C(=O)N3CCCC3)CCCCC2)cc1	-6	5	-0.4	30	4	1.9	-2	-2	1	-1
Cc1ccc(S(=O)(=O)N2CCOCC2)cc1C(=O)NC(=S)N1CC(C)CC(C)C1 (stereo unspecified)	8	1	-0.5	26	8	0.8	0	8	-4	-5
CC(C)Cn1nc(C(=O)N2CCc3ccccc32)c2ccccc2c1=O	-2	25	-2.1	nt	nt	0.0	nt	3	0	2
CCn1c(SCC(=O)N2c3ccccc3Sc3ccccc32)nnc1-c1ccco1	6	35	i	3	-2	0.1	1	-2	1	9
Cc1ccc(-c2cc(C(=O)N3CCN(C(=O)c4ccco4)CC3)no2)cc1	6	21	i	8	11	3.9	3	-1	7	-1
O=C1c2cccnc2C(Nc2cccc(F)c2)N1Cc1ccco1 (stereo unspecified)	5	-1	i	6	-6	0.3	3	3	-5	-3
CCOC(=O)C1=C(C)Nc2ncnn2C1c1cccs1 (stereo unspecified)	2	-1	-6.7	-2	-2	nt	3	6	2	-4
Cc1ccc(NC(=O)COC(=O)C2CC2)c(Br)c1	-3	-2	-0.4	-1	-10	nt	0	-6	-14	-10
Cc1nc(N2CCC(C)CC2)c2c(C)c(C(=O)Nc3cccc(C(F)(F)F)c3)sc2n1	-1	-1	-0.2	-2	-6	nt	-5	5	-6	-11
Cc1ccc(NC(=O)COC(=O)CN2C(=O)NC3(CCCC3)C2=O)cc1Cl	1	-6	-0.2	nt	4	1.2	nt	5	0	-10
O=C(COc1ccc(Cl)cc1)NCCNC(=O)c1cnccn1	8	-1	-0.2	3	5	-5.3	4	9	22	1
Nc1cc(C(=O)OCC(=O)NCCC2=CCCCC2)ccc1Cl	-5	21	-3.2	nt	-4	-1.9	nt	-3	-3	-14
CC(C)(C)c1ccc(Oc2cccc(C3CC(=O)C(C4NCCc5ccccc54)C(=O)C3n3cncn3)c2)cc1 (stereo unspecified)	3	-4	4.5	24	2	nt	3	-17	13	6
C[C@@H]1COC(=O)[C@@H](Cc2ccc(F)cc2)CC/C=C\C[C@@H](CC(=O)NCCO)C(=O)N1	-3	3	-0.2	nt	2	0.2	nt	7	-2	-4
CC(NC(=O)COC(=O)c1cn(-c2ccccc2)nc1-c1cccs1)c1ccccc1 (stereo unspecified)	7	18	-0.4	26	-63	nt	2	-9	2	-27
CCOc1ccccc1C1c2[nH]c3ccccc3c2C[C@H]2C(=O)N(C3CCN(Cc4ccccc4)CC3)CC(=O)N12 (stereo partly specified)	-17	26	i	2	nt	0.2	1	-22	-2	-22
Continuation:
SMILES	PrPC TRFRET	Y pestis TopoI	BH1578 lux ind	DUSP3 inh	Rv3671c inh	TcdB GH inh	3CLpro inhibitor	MazF activator	CCHF vOTU inh	SSB-PriA inh
O=C(COC(=O)c1cncc(Br)c1)NC1CCCC1	5	10	2.9	19	10	-0.9	6	-7	3	-7
Cc1ccc(C2C3CSCC=C3C(C#N)=C(N)C2(C#N)C#N)cc1 (stereo unspecified)	-9	-3	0.9	13	-6	nt	-2	-10	-18	6
CCCC(=O)Nc1nnc([C@H]2C[C@H](O)[C@@H](CO)O2)s1	-5	-6	-0.3	nt	nt	-0.9	nt	nt	20	nt
CN[C@H]1CC[C@@H](c2ccc(Cl)c(Cl)c2)c2ccccc21	-5&2	3&-10	i	21&16	4&-3	2.5&1.7	3&-1	40&27	4&-4	4
CN1CCc2c(c3ccccc3n2C)C1	-8	8	i	5	6	nt	-5	8	0	0
COc1ccc(C2=NN(C(=O)CCC(=O)O)C(c3ccccc3F)C2)cc1 (stereo unspecified)	6	3	-0.7	17	3	0.1	1	-4	5	-5
O=C(Nc1nnc(Cc2ccccc2)s1)c1cccs1	3	4	nt	12	-11	nt	0	-2	4	-2
COc1ccccc1NC(=O)CCC(=O)OCc1ccc(Br)cc1	8	-8	-0.3	20	-3	-0.2	0	-1	4	-20
O=C(/C=C/c1cccc([N+](=O)[O-])c1)NCCSCc1c(Cl)cccc1Cl	-3	12	-3.1	7	-10	-0.6	-2	2	-9	-8
Cc1cccc2cc(CN(Cc3ccc(F)cc3)Cc3nnnn3C3CCCC3)c(=O)[nH]c12	-6	14	-0.5	29	-10	-0.3	0	2	-6	3
CCN(CC)CCNC(=O)c1cn(CC)c2cc(N3CCN(C(=O)c4ccco4)CC3)c(F)cc2c1=O	0	7	-0.9	29	6	1.3	-3	1	-8	2
Cc1coc2c1c(C)cc1oc(=O)c(CC(=O)N[C@H](C(=O)O)C(C)C)c(C)c12	-6	8	i	-4	3	0.7	1	2	-54	-1
Cc1ccc(C)c(S(=O)(=O)N2CCN(C(=O)c3ccc(OCc4c(C)noc4C)cc3)CC2)c1	-1	13	i	nt	0	1.0	nt	-7	2	-20
O=S(=O)(Nc1ccc(-c2nc3cccnc3s2)cc1)c1cc(F)ccc1F	2	-6	12	13	-10	-0.7	4	9	-201	-2&-14
COc1ccccc1C(=O)Nc1ccc2c(c1)OCCO2	0	0	i	19	3	nt	1	5	12	-2
Cc1cc(C)cc(OCC(=O)NNC(=O)c2ccccn2)c1	5	0	-4.0	nt	-1	1.9	nt	8	3	-8
CC(=O)Nc1c(C(=O)Nc2ccc3c(c2)OCO3)oc2ccccc12	0	6	-2.5	0	7	0.6	-1	11	11	6
Cn1c(=O)c2c(ncn2CC(=O)OCC(=O)NCc2ccc(F)cc2)n(C)c1=O	-5	5	i	nt	nt	-0.3	nt	7	5	nt
CC1(C(=O)N2CCN(C(=O)c3ccco3)CC2)CC1(Br)Br (stereo unspecified)	7	-5	-0.4	-10	-9	0.2	-1	3	-14	-28
COc1ccc(-c2csc3ncnc(Oc4ccc5c(C)cc(=O)oc5c4)c23)cc1	1	4	-0.3	8	-2	1.6	-3	0	6	6
COc1ccc(C2=NN(C(=O)CCC(=O)O)C(c3ccc(F)cc3)C2)cc1 (stereo unspecified)	3	1	i	-31	1	1.0	-1	9	6	-1
COc1ccc([C@H]2/C=C\CN(S(C)(=O)=O)[C@@H](C)C(=O)N2Cc2ccc(F)cc2)cc1	-2	2	i	nt	-5	0.6	nt	2	20	-12
COc1ccc(CN(C(=O)CSc2nnc(-c3ccc(OC)c(OC)c3)o2)c2ccc(F)cc2)cc1	5	6	i	9	4	nt	0	-20	13	-6
O=C(NC1CCCCCCC1)C1c2ccccc2C(=O)N1Cc1ccco1 (stereo unspecified)	8	15	2.5	17	-15	nt	1	-11	7	-6
O=C1N=C(N2CCc3ccccc3C2)S/C1=C\c1cccc(O)c1	-19	26	-0.6	1	-9	nt	2	6	-2	-4
Cc1ccc(C(=O)NCCCN2CCOCC2)cc1S(=O)(=O)N1CCCCC1	-6	-2	-5.6	nt	nt	1.6	nt	4	-13	-9
CC1CCN(C(=O)CCC(=O)N2CC(C)Oc3ccccc32)CC1 (stereo unspecified)	-3	0	-0.3	33	3	0.0	0	1	-1	5
Cc1oc(-c2ccccc2Cl)nc1CSCC(=O)N1CCCC1	-1	13	-1.4	17	6	nt	-2	12	-11	4
CCOC(=O)C(C(=O)OCC)C(C#N)c1ccccc1 (stereo unspecified)	0	-4	-14	9	-3	nt	1	-2	4	-9
O=C(C1CCCC1)N1CCN(S(=O)(=O)c2ccc(F)c(F)c2F)CC1	-3	11	i	-5	-6	-1.3	-3	5	4	0

Grouped by structure, the compounds so far containing bromine.
SMILES	PrPC TRFRET	Y pestis TopoI	BH1578 lux ind	DUSP3 inh	Rv3671c inh	TcdB GH inh	3CLpro inhibitor	MazF activator	CCHF vOTU inh	SSB-PriA inh
Cc1ccc(NC(=O)COC(=O)C2CC2)c(Br)c1	-3	-2	-0.4	-1	-10	nt	0	-6	-14	-10
O=C(COC(=O)c1cncc(Br)c1)NC1CCCC1	5	10	2.9	19	10	-0.9	6	-7	3	-7
COc1ccccc1NC(=O)CCC(=O)OCc1ccc(Br)cc1	8	-8	-0.3	20	-3	-0.2	0	-1	4	-20
CC1(C(=O)N2CCN(C(=O)c3ccco3)CC2)CC1(Br)Br (stereo unspecified)	7	-5	-0.4	-10	-9	0.2	-1	3	-14	-28

One compound at a time, from the list above. Order of values: PrPC TRFRET, Y pestis TopoI, BH1578 lux ind, DUSP3 inh, Rv3671c inh, TcdB GH inh, 3CLpro inhibitor, MazF activator, CCHF vOTU inh, SSB-PriA inh
COc1ccc(C2=NN(C(=O)CCC(=O)O)C(c3ccc(F)cc3)C2)cc1 (stereo unspecified) as listed: 3, 1, i, -31, 1, 1.0, -1, 9, 6, -1
Cc1oc(-c2ccccc2Cl)nc1CSCC(=O)N1CCCC1 as listed: -1, 13, -1.4, 17, 6, nt, -2, 12, -11, 4
